Compound activity deposited in PubChem by several laboratories.
Rin1-Abl PPI inh: blocks binding of human Rin1 to Abl; TR-FRET Rin1/Abl binding, biochemical; 360,000 tested, 0.4% active; AID 588664; inhibition, % at 7.35 µM; P00519+Q13671; in the data active = inhibition above about 5%, passing the limit was not always enough
MLLE-PAM2 inh: inhibitors of microRNA-mediated deadenylation, human PABP1 MLLE binding | P11940 | GST-MLLE / FITC-PAM2 fluorescence polarization | inhibition, % at 20 µM | AID 588489 | 360,000 tested, 0.36% active; in the data active = inhibition above about 35%, passing the limit was not always enough;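 note: plate controls were DMSO wells with GST-MLLE for no effect and wells lacking GST-MLLE protein for full effect; some results filed as inactive read as strong as hits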
Target sequence (P11940 whole entry, looked up): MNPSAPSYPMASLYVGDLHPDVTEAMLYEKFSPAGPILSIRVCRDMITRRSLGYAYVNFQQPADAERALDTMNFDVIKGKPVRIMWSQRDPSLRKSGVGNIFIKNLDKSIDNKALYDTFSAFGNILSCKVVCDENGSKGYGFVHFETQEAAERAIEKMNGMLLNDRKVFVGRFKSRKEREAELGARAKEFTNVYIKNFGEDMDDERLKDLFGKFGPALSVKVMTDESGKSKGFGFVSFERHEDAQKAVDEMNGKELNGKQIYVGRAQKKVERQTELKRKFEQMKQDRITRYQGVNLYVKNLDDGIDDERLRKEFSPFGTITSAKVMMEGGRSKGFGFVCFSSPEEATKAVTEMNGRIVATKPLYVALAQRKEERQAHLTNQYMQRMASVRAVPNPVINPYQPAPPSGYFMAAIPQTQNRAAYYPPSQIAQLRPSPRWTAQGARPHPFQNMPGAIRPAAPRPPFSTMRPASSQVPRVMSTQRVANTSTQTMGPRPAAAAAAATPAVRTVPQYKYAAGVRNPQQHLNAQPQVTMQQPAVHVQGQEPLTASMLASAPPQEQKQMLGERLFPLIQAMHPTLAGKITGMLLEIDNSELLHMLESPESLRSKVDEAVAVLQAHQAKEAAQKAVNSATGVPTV
FAS TE block: blocks the thioesterase domain of human fatty acid synthase; P49327; AID 602261; inhibition, % at 15 µM; recombinant FAS-TE, OMFH fluorogenic substrate, fluorescence endpoint; 360,000 tested, 0.67% active;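 active = compounds whose normalised, plate-corrected inhibition of enzyme fluorescence in the single-dose primary screen is 50% or more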;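 note: 0% = DMSO with enzyme and 100% = substrate without enzyme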
MsrA inh: inhibitors of bovine MsrA. inhibition, % at 15.5 µM. AID 651718. purified bovine MsrA, absorbance read-out. 360,000 tested, 0.75% active; in the data active = inhibition above about 4.5%;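 note: 0% = vehicle wells with enzyme and 100% = reference inhibitor wells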
TbMetRS inhib: Trypanosoma brucei MetRS inhibition | purified T. brucei MetRS, ATP depletion, Kinase-Glo luminescence | inhibition, % at 11.9 µM | 360,000 tested, 0.4% active | AID 624268;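 active = inhibition above a per-plate cutoff of the control wells' mean inhibition plus 3 SD, cut at about 5.5% in these data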;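 note: 0% = DMSO wells median and 100% = median of wells with control inhibitor compound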
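Test system – parasite MetRS enzyme · Reagent – substrates ATP, L-methionine and bulk Escherichia coli tRNA · Doses – 11.9 µM compound single dose, 0.9% DMSO · Times – 15 min enzyme-compound preincubation, 2 h reaction, 10 min detection, 25 °C · Signal – Kinase-Glo luminescence, ATP depletion format · Controls – DMSO-only wells as low control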
MsrA act: activates bovine MsrA enzyme; 360,000 tested, 0.3% active; purified bovine MsrA, absorbance read-out; activation, % at 10.6 µM; AID 602163; in the data active = activation above about 7.5%;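 note: 0% = vehicle and 100% = reference activator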
Neddylation inh: cullin neddylation inhibition; 360,000 tested, 0.58% active; P61081+Q13564; AID 651699; calls only at 25 µM; TR-FRET cullin neddylation, biochemical; in the data active = inhibition above about 36%
CSN deneddyl inh: inhibitors of human CSN-mediated cullin deneddylation; Purified CSN, SCF-Nedd8-OG deneddylation, fluorescence polarization; inhibition, % at 12.5 µM; 360,000 tested, 0.38% active;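 active = pattern-corrected inhibition above about 35%, with an unprinted fluorescence ratio check between 0.5 and 1.5, limit read from the data, passing the limit was not always enough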;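 note: 0% = enzyme with substrate and 100% = substrate without enzyme; some results filed as inactive read as strong as hits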
Target sequence (Q92905 whole entry, looked up, one chain of several): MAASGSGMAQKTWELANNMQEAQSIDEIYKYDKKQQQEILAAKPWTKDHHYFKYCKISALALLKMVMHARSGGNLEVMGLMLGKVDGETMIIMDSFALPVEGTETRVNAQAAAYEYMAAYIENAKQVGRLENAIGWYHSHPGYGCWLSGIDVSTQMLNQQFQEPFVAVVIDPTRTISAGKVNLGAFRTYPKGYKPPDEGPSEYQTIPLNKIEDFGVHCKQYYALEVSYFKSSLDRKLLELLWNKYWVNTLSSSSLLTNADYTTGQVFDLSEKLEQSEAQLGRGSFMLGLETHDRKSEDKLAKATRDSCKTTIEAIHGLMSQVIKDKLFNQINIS
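Schedule: reaction 90 min, room temperature / Assay system: HEK293T-derived human Csn5 enzyme / Input: Csn5 at 0.24 nM final / Measure: inhibition of Csn5 cleavage, % / Control set: substrate-only high control, full reaction low control / Technique: fluorescence polarization of the substrate / Buffer or medium: Tris/NaCl/DTT buffer, pH 7.5 / Reagent: SCFSkp2-Nedd8OG substrate at 10 nM final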
eLon inh: inhibits E. coli Lon protease. purified E. coli Lon protease, fluorescence polarization. AID 602123. P0A9M0. inhibition, % at 7.94 µM. 360,000 tested, 0.42% active; in the data active = inhibition above about 13%, passing the limit was not always enough;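 note: 0% = enzyme with probe and DMSO and 100% = no enzyme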
Numbers without * were called inactive; i = inactive; . = no result given; & = joins results of further samples.

[1] Cc1ccc(C(=O)NCCCN2CCOCC2)cc1
[2] Cc1ccccc1NC(=O)c1cccc(NC(=O)c2c(C(=O)O)cccc2[N+](=O)[O-])c1
[3] CSCCC(NC(=O)c1ccccc1Br)C(=O)NNC(=O)c1ccco1 (stereo not drawn)
[4] Cc1ccc2c(c1)C=CC(C#N)N2C(=O)Oc1ccccc1 (stereo not drawn)
[5] COc1ccc(CNC(=O)C2CCN(c3nc(-c4ccccc4)nc4c3CCC4)CC2)cc1
[6] CCCCCCN1CC(=O)N2Cc3[nH]c4ccccc4c3C[C@H]2C1=O
[7] NC1=NC[C@H](Cc2ccc(O)cc2)N1CCc1cc(C(F)(F)F)cc(C(F)(F)F)c1
[8] Cc1ccc(-c2noc(CSc3nnc(Cc4ccccc4)n3-c3ccc(Cl)cc3)n2)cc1

Assay by compound	1	2	3	4	5	6	7	8
Rin1-Abl PPI inh	1	0	-1	6	0	3	6	2
MLLE-PAM2 inh	-6	8	2	3	-4	6	11	-21
FAS TE block	-13	-5	-6	14	13	9	-72	33
MsrA inh	-0.5	-1.8	0.4	1.2	0.6	-0.6	-1.0	1.0
TbMetRS inhib	0.2	-0.5	-0.3	-0.3	-0.6	1.9	-0.2	-0.2
MsrA act	-2	-3	-12	-9	-2	-2	-4	-10
Neddylation inh	i	i	i	.	i	i	i	i
CSN deneddyl inh	3	0	-1	0	-1	3	1	7
eLon inh	7	-14	7	8	8	3	-4	-1

One compound at a time (already shown). Order of values: Rin1-Abl PPI inh, MLLE-PAM2 inh, FAS TE block, MsrA inh, TbMetRS inhib, MsrA act, Neddylation inh, CSN deneddyl inh, eLon inh
Record of NC1=NC[C@H](Cc2ccc(O)cc2)N1CCc1cc(C(F)(F)F)cc(C(F)(F)F)c1 = 6, 11, -72, -1.0, -0.2, -4, i, 1, -4
Record of Cc1ccc(C(=O)NCCCN2CCOCC2)cc1 = 1, -6, -13, -0.5, 0.2, -2, i, 3, 7
Record of Cc1ccc2c(c1)C=CC(C#N)N2C(=O)Oc1ccccc1 (stereo not drawn) = 6, 3, 14, 1.2, -0.3, -9, ., 0, 8

Following part
[9] CN(/C(=N/S(=O)(=O)c1ccccc1)c1ccccc1)S(=O)(=O)c1ccccc1
[10] C/C=C/C(=O)N[C@@H]1c2ccccc2CC[C@@H]1OCc1ccccc1
[11] CCC(C)N1CCCC1C(=O)Nc1c(C)cc(C)cc1C (stereo not drawn)
[12] C=CCn1c(-c2cc(OC)cc(OC)c2)n[nH]c1=S
[13] N#CC1=C(N)OC2=C(C(=O)CC(c3ccccc3)C2)C1c1ccoc1 (stereo not drawn)
[14] COc1ccc(-n2c(SCc3ccc([N+](=O)[O-])cc3)nnc2-c2ccc(C)cc2)cc1
[15] COC(=O)c1nc(-c2ccc(C)cc2)oc1N(C)C
[16] O=C(Nc1ccccc1)c1ccc(COc2ccccc2)cc1

Assay by compound	9	10	11	12	13	14	15	16
Rin1-Abl PPI inh	0	2	-1	1	2	0	4	-2
MLLE-PAM2 inh	3	-13	10	-24	16	-114	3	17
FAS TE block	9	-3	-1	-5	-6	58*	-2	-1
MsrA inh	0.2	1.3	-0.8	0.5	0.0	1.5	4.8*	-1.3
TbMetRS inhib	-0.4	-1.8	-0.4	0.2	0.1	-0.9	-0.9	-0.4
MsrA act	-2	-2	3	2	-2	-5	-4	2
Neddylation inh	i	i	i	i	i	i	.	i
CSN deneddyl inh	3	-1	-4	1	-7	-12	-1	-3
eLon inh	3	-2	2	-6	-31	-11	0	3

[17] CCCCOC(=O)c1ccc(NC(C)=O)cc1
[18] CCCCC(NC(=O)Cc1c(C)c2cc3c4c(oc3c(C)c2oc1=O)CCCC4)C(=O)O (stereo not drawn)
[19] C=CCn1c(COc2ccc(Cl)cc2)nnc1SCC(=O)Nc1ccc(S(N)(=O)=O)cc1
[20] CCCCn1c(N)c(N(CCOC)C(=O)COC(=O)CCOc2ccccc2C)c(=O)[nH]c1=O
[21] CC1=CC(C)(C)NC(=S)N1c1ccccc1C
[22] Cn1c(=O)c2cc(NC(=O)Cc3ccccc3F)ccc2n1-c1ccc(C(C)(C)C)cc1
[23] COc1ccc(C2C(C(=O)Nc3ccc(F)cc3)=C(C)Nc3nc(CCCO)nn32)cc1 (stereo not drawn)
[24] Cc1cccc(NC(=O)c2ccc(CN3CCc4ccccc4C3)cc2)c1C

Assay by compound	17	18	19	20	21	22	23	24
Rin1-Abl PPI inh	0	-2	1	-3	0&-1	0	-1	2
MLLE-PAM2 inh	-9	3	-128	-6	5&4	-3	-16	0
FAS TE block	0	-2	0	-5	-7&1	-12	-4	14
MsrA inh	0.1	-0.2	0.4	-0.8	1.1&0.4	0.2	-0.7	-1.6
TbMetRS inhib	-0.7	-1.1	1.3	-0.3	-0.3&-1.0	0.2	-0.2	-0.7
MsrA act	-4	-2	-3	-1	-2&-8	0	-4	0
Neddylation inh	i	.	i	i	i	.	i	i
CSN deneddyl inh	5	3	4	-3	0&-8	6	-1	-3
eLon inh	-14	-3	2	-6	-11&3	1	0	-5

[25] Cc1ccc(-n2ncc3c2CC(C)(C)CC3NC(=O)CCN2CCCCC2=O)cc1 (stereo not drawn)
[26] COc1ccc(CN(C2CC2)S(=O)(=O)c2ccccc2Br)cc1
[27] COC(=O)c1ccc(NC(=S)NC2CC(C)(C)NC(C)(C)C2)cc1
[28] N#Cc1c(SCC(=O)Nc2ccccc2C(F)(F)F)sc2c(O)cc(=O)[nH]c12
[29] COc1cc(/C=C/C(=O)c2ccc([N+](=O)[O-])o2)ccc1O
[30] Cc1nc2cc(C(=O)NCCN3CCOCC3)ccc2n1-c1ccc(F)cc1F
[31] CCCCNC(=O)c1ccccc1C(=O)NC1(C(=O)NCCCC)CCCC1
[32] CC1CCCCN1C(=O)CSc1nnc(-c2ccc(Cl)s2)o1 (stereo not drawn)

Assay by compound	25	26	27	28	29	30	31	32
Rin1-Abl PPI inh	2	2	-4	2	-1	3	3	-3
MLLE-PAM2 inh	-1	-9	30	-10	-7	-1	6	-105
FAS TE block	-7	28	-6	-3	-9	-1	-3	-2
MsrA inh	0.6	-0.4	0.7	2.7	0.7	-0.3	1.4	0.2
TbMetRS inhib	-0.4	-0.2	-0.5	-0.2	-0.1	-0.3	-0.2	-0.3
MsrA act	-3	-4	2	-2	-11	-4	-1	-4
Neddylation inh	i	i	i	i	i	i	i	i
CSN deneddyl inh	-2	-4	2	6	12	-1	-2	-1
eLon inh	1	-2	-4	0	-2	-9	-2	1

[33] Cc1csc(SCc2c(C(=O)O)oc3ccccc23)n1
[34] CC[C@@H]1C(c2cccc(Cl)c2)=NN(c2ccc(Br)cc2)[C@H]1C(=O)N1CCOC1=O
[35] O=C(c1ncn(Cc2ccccc2)c1C(=O)N1CCN(c2ccccc2)CC1)N1CCN(c2ccccc2)CC1
[36] CN(C)/C=C(\C#N)S(=O)(=O)c1ccccc1
[37] CC(C)C[C@H](NC(=O)N1CCn2c1nc1ccccc12)C(=O)NC1CC1
[38] CC(C)C[C@H](NC(=O)C1CC(=O)N(c2ccc3c(c2)OCCO3)C1)C(=O)N1CCCCC1 (stereo partly drawn)
[39] O=C(NCCc1cccs1)C12CN(Cc3ccccc3)CC1C(c1cccc([N+](=O)[O-])c1)=NO2 (stereo not drawn)
[40] c1ccc(CCn2nnnc2CN2CCN(C3CCCC3)CC2)cc1

Assay by compound	33	34	35	36	37	38	39	40
Rin1-Abl PPI inh	-1	1	5	2	0	1	1	1
MLLE-PAM2 inh	7	6	2	0	-13	4	5	0
FAS TE block	-8	42	-4	-9	-4	-6	51*	-3
MsrA inh	-0.4	.	1.1	-0.6	1.1	-0.3	0.1	-0.6
TbMetRS inhib	0.1	-2.0	-0.1	-0.7	-1.0	-0.7	-0.3	0.3
MsrA act	0	-4	-3	-8	-2	-3	-1	2
Neddylation inh	i	.	i	i	i	i	i	i
CSN deneddyl inh	6	-2	-2	-6	-2	-7	2	-5
eLon inh	-6	-5	-8	12	0	9	-12	-7

A few values from the list.
CSN deneddyl inh, no. 14 reads -12
CSN deneddyl inh, no. 2 reads 0
MsrA inh, no. 23 reads -0.7

Further structures follow:
[41] CCOC(=O)c1ccc(Nc2ncnc3ccccc23)cc1
[42] COc1ccc(CC(=O)N/N=C/C=C/c2ccc3c(c2)OCO3)cc1OC
[43] COc1cc(C(c2sc3nc(C)nn3c2O)N2CCC3(CC2)OCCO3)cc(OC)c1OC (stereo not drawn)
[44] Cc1cc(C(C)(C)C)cc(C)c1COC(=O)C1CCC(=O)N1 (stereo not drawn)
[45] COc1ccccc1C(=O)NC(=S)Nc1ccc(N2CCOCC2)cc1
[46] CC(C)C(=O)C1=Cc2cccc([N+](=O)[O-])c2OC1N1CCOCC1 (stereo not drawn)
[47] CCOC(=O)c1cccc(C2=CC(=O)C[C@H](c3ccc(OC)c(OC)c3)C2)c1
[48] O=C(N/N=C/c1cccc([N+](=O)[O-])c1O)c1cccs1

Assay by compound	41	42	43	44	45	46	47	48
Rin1-Abl PPI inh	5	-4	2	-3	0	2	-3	-4
MLLE-PAM2 inh	-5	1	2	-7	23	-2	6	-9
FAS TE block	2	-5	-7	-4	12	-2	12	2
MsrA inh	4.0	5.9*	-1.0	0.4	1.3	0.3	-0.4	1.9
TbMetRS inhib	-0.7	-0.5	-0.3	-0.6	-0.3	0.0	-0.3	-0.1
MsrA act	-15	-6	-1	-2	-2	-7	-3	-1
Neddylation inh	.	i	i	i	i	i	i	i
CSN deneddyl inh	-1	-2	5	1	-4	1	4	-2
eLon inh	-5	-5	-1	0	-6	4	-1	3

[49] CCOC(=O)Cn1nc(C)n(-c2ccc(C(C)(C)C)cc2)c1=O
[50] COc1ccc(-c2ccc(C(=O)Nc3cccc(C(C)=O)c3)c3occc23)c(C)c1
[51] COc1ccccc1CNC(=O)c1ccccc1N(C)S(C)(=O)=O
[52] O=C(CCN1C(=O)/C(=C/c2ccc3c(c2)OCO3)SC1=S)NNC(=O)c1cccnc1
[53] CCC(C)(C)NC(=O)c1cc([N+](=O)[O-])ccc1N1CCCCC1
[54] CCC(=O)OCC(=O)Nc1ccc(OC)cc1[N+](=O)[O-]

Assay by compound	49	50	51	52	53	54
Rin1-Abl PPI inh	3	-4	0	2	-3	3
MLLE-PAM2 inh	-5	-7	7	-3	6	-1
FAS TE block	-4	20	-8	-4	9	-3
MsrA inh	-0.5	0.8	-0.2	-0.6	0.4	0.1
TbMetRS inhib	0.3	-0.4	-0.8	-0.6	-0.1	-0.3
MsrA act	1	-3	0	-11	-3	-4
Neddylation inh	i	i	i	i	i	i
CSN deneddyl inh	2	2	6	0	-11	-6
eLon inh	3	-6	-1	1	-9	-1
